TrxR1 substrate: qHTS Assay for Substrates of Mammalian Selenoprotein Thioredoxin Reductase 1 (TrxR1): qHTS; purified TrxR1 substrate turnover, NADPH consumption readout; Potency, µM (doses to about 114 µM), for inactives: at the top dose activity change, negative = substrate turnover; Thioredoxin reductase 1, cytoplasmic (Rattus norvegicus), O89049; actives 0.01% (n = 390,000); further: potency means the concentration at half of the fitted maximal effect; on the % scale 0 is the no-effect control and ±100 the full control effect; nearly all actives have a fitted effect of over 50% in size
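Rat TrxR1, dispensed at 90 nM, was prereduced with 400 uM NADPH (final) for 5 min at ~22 deg C, then incubated with compound 15 min before 400 uM selenite. A first-read NADPH fluorescence drop versus no-compound background flagged substrates.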
Vif-APOBEC3G blk: qHTS for Inhibitors of Vif-A3G Interactions: qHTS | DNA dC->dU-editing enzyme APOBEC-3G (Homo sapiens), Q9HC16 | HeLa A3G-eYFP + Vif (tagged APOBEC3G with the HIV-1 protein that degrades it), YFP fluorescence, overnight | Potency, µM (series often up to 46.1 µM), inactives show at the top dose activity, negative = active, hits mostly inhibitors | actives 0.076% (n = 410,000) | AID 602310, 2012;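 further: potency means the concentration at half of the fitted maximal effect; on the % scale 0 is the no-effect control and ±100 the full control effect; nearly all actives have a fitted effect of over 60% in size; hits raise eYFP signal because A3G escapes Vif-driven loss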
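Read-out is eYFP fluorescence (Ex 488/Em 500-530) from Vif-expressing HeLa A3G-eYFP cells; more signal means A3G escaped Vif-mediated degradation. Cells plated overnight, compound pinned in, incubated overnight at 37 deg C.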
IDH1 R132H inh: qHTS for Inhibitors of mutant isocitrate dehydrogenase 1 (IDH1): qHTS; IDH1-R132H enzyme, NADPH consumption, diaphorase/resazurin fluorescence; AID 602179, 2012; actives 0.093% (n = 390,000); Potency, µM (highest dose often 76.6 µM), inactives show at the highest dose activity change, negative = inhibition, actives largely listed as inhibitors; further: potency means the concentration at half of the fitted maximal effect; on the % scale 0 is the no-effect control and ±100 the full control effect; nearly all actives have a fitted effect of over 65% in size
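IDH1-R132H (0.5 ug/mL dispensed) in pH 7.5 Tris buffer was preincubated 30 min with compound, then given a substrate mix of 0.016 mM NADPH and 2 mM alpha-KG for 80 min at room temperature; remaining NADPH was read by diaphorase/resazurin fluorescence.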
USP1 inh: Inhibitors of USP1/UAF1: Primary Screen | recombinant USP1/UAF1, Ub-Rhodamine cleavage fluorescence | Potency, µM (doses to about 57.1 µM), for inactives: at the top dose activity change, negative = inhibition, most hits filed as inhibitors | actives 0.23% (n = 390,000) | AID 743255, 2014; further: potency means the concentration at half of the fitted maximal effect; on the % scale 0 is the no-effect control and ±100 the full control effect; nearly all actives have a fitted effect of over 60% in size; inactives centre near -12
Target sequence (O94782 whole entry, looked up): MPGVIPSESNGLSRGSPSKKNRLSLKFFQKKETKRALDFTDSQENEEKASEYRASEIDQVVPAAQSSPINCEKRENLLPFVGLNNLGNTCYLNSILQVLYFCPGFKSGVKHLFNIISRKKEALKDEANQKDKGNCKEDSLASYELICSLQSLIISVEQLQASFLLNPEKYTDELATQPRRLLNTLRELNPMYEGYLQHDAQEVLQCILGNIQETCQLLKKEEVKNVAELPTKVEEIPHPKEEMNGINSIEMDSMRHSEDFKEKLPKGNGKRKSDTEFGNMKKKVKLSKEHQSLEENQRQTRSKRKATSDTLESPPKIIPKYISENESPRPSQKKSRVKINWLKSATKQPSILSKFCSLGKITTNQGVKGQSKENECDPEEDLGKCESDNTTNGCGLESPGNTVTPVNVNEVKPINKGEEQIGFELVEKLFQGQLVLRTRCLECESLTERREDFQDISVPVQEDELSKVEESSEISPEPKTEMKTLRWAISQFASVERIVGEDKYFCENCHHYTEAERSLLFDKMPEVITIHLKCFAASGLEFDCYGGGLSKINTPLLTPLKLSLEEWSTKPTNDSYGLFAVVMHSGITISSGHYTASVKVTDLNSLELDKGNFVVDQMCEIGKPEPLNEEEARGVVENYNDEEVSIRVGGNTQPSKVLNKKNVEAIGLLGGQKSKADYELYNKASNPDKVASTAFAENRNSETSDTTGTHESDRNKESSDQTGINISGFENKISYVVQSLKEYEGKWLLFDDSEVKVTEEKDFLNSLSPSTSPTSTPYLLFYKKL
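USP1/UAF1 complex (1 nM) preincubated 15 min at room temperature with compound, then Ub-Rho substrate (150 nM final) added. Kinetic fluorescence at 480/540 nm over 6 reads at 60 s intervals; 50 mM HEPES pH 7.8, 0.5 mM EDTA, 0.1 mg/ml BSA, 1 mM TCEP, 0.01% Tween-20.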
Vif-APOBEC3F blk: qHTS for Inhibitors of Vif-A3F Interactions: qHTS | HeLa A3F-eYFP + Vif (tagged APOBEC3F with the HIV-1 protein that degrades it), YFP fluorescence increase | actives 0.2% (n = 390,000) | Potency, µM (highest dose often 46.1 µM), without a hit: at the top dose activity, negative = active; further: potency means the concentration at half of the fitted maximal effect; % of control where 0% means no effect; nearly all actives have a fitted effect of over 65% in size
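HeLa cells stably expressing Vif plus C-terminally eYFP-tagged A3F were seeded, incubated overnight at 37 deg C, dosed with compound, incubated overnight again at 37 deg C. Yellow fluorescence (Ex 488/Em 500-530) reported blocked Vif-mediated A3F-eYFP degradation.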
RGS4 inhibitor: Inhibitors of Regulator of G Protein Signaling (RGS) 4: qHTS. Regulator of G-protein signaling 4 (Homo sapiens), P49798. Transcreener GDP fluorescence polarization, RGS4-accelerated GTP hydrolysis. Potency, µM (highest dose often 114 µM), without a hit: top-dose activity change, negative = inhibition, most hits filed as inhibitors. actives 0.039% (n = 390,000); further: potency means the concentration at half of the fitted maximal effect; on the % scale 0 is the no-effect control and ±100 the full control effect; nearly all actives have a fitted effect of over 75% in size; some results filed as inactive show a strong effect at the top dose
Target sequence (P49798 whole entry, looked up): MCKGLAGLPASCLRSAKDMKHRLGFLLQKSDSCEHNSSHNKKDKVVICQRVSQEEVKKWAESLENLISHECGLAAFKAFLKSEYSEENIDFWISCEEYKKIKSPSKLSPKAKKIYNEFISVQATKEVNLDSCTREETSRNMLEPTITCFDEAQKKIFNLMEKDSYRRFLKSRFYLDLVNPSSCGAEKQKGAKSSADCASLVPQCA
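MLSMR compounds (23 nl, pin-transferred) preincubated 10 min at room temperature with a 500nM (2x) first reagent, then RGS4 at 900nM (2x) plus Transcreener GDP mix added; fluorescence polarization (620/688 nm) read before and after 90 min at 30 °C.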
LDHA block: qHTS assay for inhibitors of human lactate dehydrogenase. L-lactate dehydrogenase A chain (Homo sapiens), P00338. purified LDHA, NADH/diaphorase-resazurin fluorescence; hits give low values. activity change, % (values are at about 110 or 230 µM). actives 0.15% (n = 480,000). AID 1347041, 2019; in the data active means activity change below about -30%; inconclusive means mostly about -25% to -30%;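 further: plate controls were DMSO wells for no effect and wells without enzyme for full effect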
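LDH5 2 nM; NADH 0.06 mM, pyruvate 0.2 mM; 200 mM Tris pH 7.4, EDTA, Tween-20; 5 min RT. Detection: diaphorase 0.133 mg/mL + resazurin 37 µM, fluorescence ex540/em590 at 0 and 20 min; normalized to enzyme-free and DMSO wells.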
TrxR1 inh: qHTS Assay for Inhibitors of Mammalian Selenoprotein Thioredoxin Reductase 1 (TrxR1): qHTS; actives 1% (n = 390,000); recombinant rTrxR1, NADPH fluorescence consumption, selenite substrate; Potency, µM (titrated, usually from 114 µM), for inactives: top-dose activity change, negative = inhibition, most hits filed as inhibitors; further: potency means the concentration at half of the fitted maximal effect; on the % scale 0 is the no-effect control and ±100 the full control effect; nearly all actives have a fitted effect of over 65% in size
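Rat TrxR1 (90 nM in the dispensed reagent) was pre-reduced with 400 uM NADPH for 5 min at room temperature, then incubated with compound for 15 min. After 400 uM selenite was added, NADPH fluorescence (Ex 340/Em 450 nm) was followed for 8 min.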
GRP78 ERSR act: qHTS for Inducers of the Endoplasmic Reticulum Stress Response (ERSR) in Human Glioma: qHTS | actives 0.02% (n = 420,000) | Potency, µM, without a hit: at the top dose activation, most hits filed as activators | AID 602332, 2012 | U87-MG GRP78 promoter luciferase reporter, 16 h; further: potency means the concentration at half of the fitted maximal effect; series mostly up to about 76 µM; % of control where 0% means no effect; nearly all actives have a fitted effect of over 35% in size
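ERSR induction read as luciferase luminescence (Bright-Glo, 10 min at room temperature) in stably transfected human U87-MG glioma cells exposed to compounds for 16 h, using GRP78 as sensor.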
Active calls of the source: *; ? = inconclusive; · = not tested or not shown; [ ] = another dose, or the depositor's remark. Unless noted, the call rests on the fitted dose curve; in most records, active means well fitted curve in the direction sought with a large enough effect; inconclusive means small, poorly fitted or top-dose-only effect, or another doubt; inactive means no such curve, though single readings can be large; an effect the other way counts as inactive or inconclusive. These rows are one share of the data; count on the stated rates, not on these rows.

SMILES	TrxR1 substrate	Vif-APOBEC3G blk	IDH1 R132H inh	USP1 inh	Vif-APOBEC3F blk	RGS4 inhibitor	LDHA block	TrxR1 inh	GRP78 ERSR act
C/C(=N\Nc1ccc(Cl)c(C(=O)O)c1)c1ccc(N2CCOCC2)cc1	-21%	1%	-7%	5%	-28%	-43%	19	?	2%
COC(=O)c1ccccc1NC(=O)COC(=O)c1cccnc1	9%[57.1 µM]	-8%	7%	-15%	5%	1%	1	4%[57.1 µM]	-1%
O=C(/C=C/c1ccccc1[N+](=O)[O-])N1CCc2ccccc2C1	8%	0%	2%	-18%	0%	-14%	2	15%	3%
CC1CCCN(C(C(=O)Nc2ccc3c(c2)OCO3)c2ccccc2)C1 (stereo unspecified)	-3%	1%	5%	-12%	-1%	8%	-4	22%	-3%
O=C(COc1ccc(Cl)cc1)Nc1ccc2c(c1)nc1n2CCOC1	2%	-1%	-1%	-8%	-2%	-10%	-3	38%	-5%
COc1ccc(/C=C/C(=O)Nc2ccccc2C(F)(F)F)cc1	3%	2%	7%	-10%	5%	-17%	1	3%	-3%
Cc1nc(C)c(-c2ccccc2)c(=O)[nH]1	14%[57.1 µM]	-1%	5%	-17%	0%	9%	-4	21%[57.1 µM]	-1%
COc1ccc(C)cc1NC(=O)C1CCCN(S(=O)(=O)c2cnc[nH]2)C1 (stereo unspecified)	3%	1%	-3%	-25%	1%	0%	-1	18%	0%
CCCSc1nnc(-c2ccccc2NC(=O)CC)c(=O)[nH]1	5%[57.1 µM]	0%	-6%	4%	-10%	22%	-8	-7%[57.1 µM]	-2%
Cc1cc(C)cc(OCC(=O)N2CCC(c3nc4ccccc4o3)CC2)c1	4%	-6%	7%	-24%	-10%	-2%	-3	37%[activator]	-2%
CNC(=S)Nc1cccc(C(=O)OC)c1	5%	-5%	8%	-25%	2%	-34%	-6	10%[57.1 µM]	7%
COc1ccc(/C=C/C(O)=C(\C#N)c2nnc(N3CCOCC3)n2-c2ccccc2)cc1OC	8%	1%	1%	-15%	5%	-16%	4	-13%[57.1 µM]	-2%
COCCCn1c(=N)c(C(=O)NC2CCCC2)cc2c(=O)n3cccc(C)c3nc21	·	5%	27%	-11%	7%	13%	-7	?	1%
Fc1ccc(CSc2nc3ccccc3[nH]2)c2ccccc12	7%[57.1 µM]	-13%	-6%	-9%	2%	15%[11.4 µM]	-7	24%[57.1 µM]	-1%
CCN1CCN(C(=O)c2ccc3c(c2)N(Cc2ccc(Cl)cc2)C(=O)c2ccccc2S3(=O)=O)CC1	3%	-3%	3%	-29%	3%	-6%	1	23%	-2%
CNS(=O)(=O)/C=C/c1ccccc1	7%[57.1 µM]	1%	2%	-6%	12%	-1%	3	13%[57.1 µM]	-4%
COc1ccc(CCNC(=O)CN2CCCc3ccccc32)cc1OC	5%	-7%	1%	-18%	-6%	2%	-1	4%	-2%
Cc1cc(Cl)ccc1NC(=O)CSc1nc2c(c(=O)[nH]1)CCC2	1%	·	·	?	·	21%	-8	14%	·
COc1cccc(CNC(=O)CCS(=O)(=O)c2cc3c4c(c2)CCN4C(=O)CC3)c1	1%[57.1 µM]	2%	-24%	2%	11%	-8%	-9	13%[57.1 µM]	11%
COc1cccc(-n2c(SCC(=O)OC(C)C)nnc2-c2cccnc2)c1	6%	0%	-7%	-10%	4%	-19%	-5	12%	-2%
COc1ccc(OCc2ccc(-c3nc(C#N)c(NCc4cccnc4)o3)o2)cc1	4%	6%	-9%	-12%	-4%	11%	1	11%	-1%
Cc1csc(=O)n1CCC(=O)OCC(=O)NCc1ccccc1	·	-3%	3%	6%	0%	·	-4	·	-1%
Cc1ccc(N2CC(C(=O)Nc3ccc(S(=O)(=O)N4CCCC4)cc3)CC2=O)cc1C (stereo unspecified)	-3%	-1%	-7%	-14%	9%	-20%	-5	26%	-4%
Cc1ccc(N2CCN(c3ccc(C)cc3)C(CC(=O)O)C2=O)cc1 (stereo unspecified)	15%	-7%	9%	-10%	-1%	-24%	7	-16%	5%
Cc1ccccc1NC(=S)NN1CCN(C)CC1	-2%	1%	8%	-18%	·	11%	-5	4%	0%
COc1cccc(OC)c1NC(=O)Cn1nc(C)c2ccccc2c1=O	9%	1%	4%	-1%	4%	?	-2	15%	-3%
COc1ccc(S(=O)(=O)N2CCN(C(=O)c3cc(-c4ccccc4OC)n[nH]3)CC2)cc1	-2%	-4%	-4%	-24%	-4%	-9%	-3	23%	-1%
COc1ccc(/C=C2\N=C(SC)N(c3ccccc3OC)C2=O)cc1	-2%	2%	6%	-25%	6%	-16%	0	6%	2%
Cc1ccc(C2CC(=O)Nc3cc4c(cc32)OCCO4)s1 (stereo unspecified)	6%	-12%	2%	10%	0%	18%	1	6%	1%
CCCCNC(=O)CSc1nnc(-c2ccco2)n1C	5%	0%	8%	-4%	-2%	31%	-1	1%	-4%
Cn1c(-c2ccccc2)n[nH]c1=S	1%[57.1 µM]	-1%	0%	-8%	-2%	-21%	2	-22%[57.1 µM]	-5%
Cc1ccc(C)c(-c2csc(N/N=C/c3ccco3)n2)c1	2%[57.1 µM]	-3%	8%	-15%	1%	2%	-10	0%[57.1 µM]	0%
O=C(O)CC/C(=N/NC(=O)c1ccc(-c2ccccc2)cc1)c1ccccc1	-1%	-2%	1%	-21%	-4%	-3%	-6	6%	0%
COC(=O)c1ccccc1NC(=O)c1nc(S(=O)(=O)Cc2ccccc2)ncc1Cl	8%	0%	2%	-13%	2%	-32%	-1	8.9µM*	-3%
CCOc1cc2c(C#N)c(N3CCCC3)nc(N)c2c(N)n1	30%[57.1 µM]	1%	-12%	-26%	6%	24%	11	42%[activator][57.1 µM]	2%
O=C(Nc1ccc(N2CCN(C(=O)c3ccco3)CC2)cc1)c1ccccc1F	0%	-19%	4%	-4%	-5%	-28%	-1	6%	3%
Cc1sc(NC(=O)C2=COCCO2)c(C(N)=O)c1C	-10%	0%	1%	3%	-18%	17%	-3	-5%	4%
O=c1ncn(-c2cccc(Cl)c2)c2ccccc12	5%[57.1 µM]	-2%	1%	-5%	9%	3%	1	19%[57.1 µM]	-6%
CSc1ccccc1C(=O)C1CCCN(S(=O)(=O)c2c(C)noc2C)C1 (stereo unspecified)	-18%[57.1 µM]	2%	1%	-5%	-1%	-14%	4	13%[57.1 µM]	9%
COc1ccc(NC(=O)Cn2cnc3c(nc4n3CCCCC4)c2=O)c(OC)c1	-4%	1%	2%	-22%	-5%	9%	-6	11%	0%
COc1ccc2c(=O)c(-c3ccc(C)cc3)c(-c3ccccc3)oc2c1	0%	1%	-6%	?	2%	20%	-6	?	1%
O=C(Cc1ccc(Cl)cc1)NNC1CC(=O)N(c2ccc3ccccc3c2)C1=O (stereo unspecified)	3%	1%	17%	-7%	-7%	25%[11.4 µM]	-8	37%[activator]	-3%
CC(C)Oc1ccc(CCC(=O)NNC(=O)c2ccccc2C(=O)O)cc1	-4%[57.1 µM]	-2%	5%	-8%	1%	0%	-2	2%	0%
Cc1cccnc1NC(N)=S	-2%	-1%	15%	-6%	1%	0%	-6	-1%	-6%
COc1cc(-c2noc(C)c2C(=O)NCCCn2ccnc2)cc(OC)c1OC	6%	6%	4%	-12%	4%	16%	-4	17%	-2%
COC(=O)CC1C(=O)NCCN1C(=O)c1cc(OC)c(OC)cc1OC (stereo unspecified)	2%	1%	-7%	-19%	-7%	9%	-3	22%	-4%
O=C(O)CSc1nc2ccccc2[nH]1	-6%	5%	0%	-8%	-8%	-58%[56.9 µM]	-8	0%	-7%
COc1ccc(C2CC(c3ccc(OC)c(OC)c3)=NN2S(C)(=O)=O)cc1 (stereo unspecified)	2%	3%	-3%	-16%	-8%	4%[11.4 µM]	-2	25%	2%
CCc1ccc(-c2cc3c(N4CCN(c5ccccc5)CC4)nccn3n2)cc1	-5%	0%	-3%	1%	?	0%	-5	1%	2%
Cc1ccc(C(C)C)c(OCC(=O)Nc2ccccc2N2CCN(C)CC2)c1	8%[11.4 µM]	-16%	1%	-21%	-8%	11%	-1	-25%[57.1 µM]	-12%
